F508del corr: CFTR F508del correction in bronchial cells | activity (quench increase), % at 7.58 µM | CFBE cells, YFP halide quenching; stimulated with forskolin plus potentiator P3; % fluorescence drop versus neutral controls | 350,000 compounds, 0.36% hits;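 active = mean added fluorescence quench of at least 8% versus neutral control, with both replicates also reaching 8%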;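 also: cells transiently co-express mutant CFTR-F508del with the halide-sensitive YFP; corrector assay measuring rescue of mutant channel to the surface after 24 h compound exposure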
GSIS activator: GLuc luminescence reporter in INS-1E cells, primary screen for activators of glucose-dependent secretion of insulin | 370,000 compounds, 0.61% hits | activation, % at 16.6 µM | AID 743287 | INS-1E GLuc reporter insulin secretion, 2-3 h;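 active = lowest replicate activation of at least 40%, so every replicate reaches that level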;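 also: 0% = median of neutral control wells and 100% = median of IBMX positive control wells; some compounds called inactive have numbers as strong as hits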
ARNT-TACC3 inh: disrupts binding between human ARNT and TACC3. 390,000 compounds, 0.66% hits. AlphaScreen His-ARNT PAS-B/GST-TACC3 binding, luminescence; TACC3 fragment carries E629A point mutation. inhibition, % at 9.99 µM. AID 623870. Q9Y6A5;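 active = mean inhibition of replicates at least 50% and at least half of replicates each reaching 50%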;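 also: 0% = complete ARNT plus TACC3 wells and 100% = ARNT alone without TACC3; many hits fall short of the cut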
Xi reactivation: activators of X-chromosome reactivation in mouse fibroblasts | AID 743238 | XiGFP mouse fibroblasts, % GFP-positive cells imaging, 3 d; cells co-treated with 5-aza-dC sensitizer; scaled so ellipticine positive control = 100% | activation, % at 7.58 µM | 360,000 compounds, 0.055% hits;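 active = mean normalized replicate activation at least 10% and every replicate at or above 10%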;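 also: 0% = median of on-plate neutral control wells and 100% = ellipticine 6 µM median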
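System: 68-5-11 XiGFP fibroblast line; Timing: 3 days compound exposure; Compound dosing: one concentration, pinned; Benchmarks: positive control ellipticine, 6 µM final; Buffer or medium: DMEM containing 5-aza-dC.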
RAD54 branch: blocks human RAD54 Holliday junction branch migration | Q92698 | FAM/BHQ fluorescence | inhibition, % at 10.4 µM | 360,000 compounds, 0.14% hits;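 active = mean normalized replicate activity at least 40 and at least half of replicates scoring 40 or more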;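 also: 0% = median of neutral control wells and 100% = median of positive control wells; inhibitors cause a drop in the FAM fluorescence signal; in these data hits start at about 50%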
Target sequence (Q92698 whole entry, looked up): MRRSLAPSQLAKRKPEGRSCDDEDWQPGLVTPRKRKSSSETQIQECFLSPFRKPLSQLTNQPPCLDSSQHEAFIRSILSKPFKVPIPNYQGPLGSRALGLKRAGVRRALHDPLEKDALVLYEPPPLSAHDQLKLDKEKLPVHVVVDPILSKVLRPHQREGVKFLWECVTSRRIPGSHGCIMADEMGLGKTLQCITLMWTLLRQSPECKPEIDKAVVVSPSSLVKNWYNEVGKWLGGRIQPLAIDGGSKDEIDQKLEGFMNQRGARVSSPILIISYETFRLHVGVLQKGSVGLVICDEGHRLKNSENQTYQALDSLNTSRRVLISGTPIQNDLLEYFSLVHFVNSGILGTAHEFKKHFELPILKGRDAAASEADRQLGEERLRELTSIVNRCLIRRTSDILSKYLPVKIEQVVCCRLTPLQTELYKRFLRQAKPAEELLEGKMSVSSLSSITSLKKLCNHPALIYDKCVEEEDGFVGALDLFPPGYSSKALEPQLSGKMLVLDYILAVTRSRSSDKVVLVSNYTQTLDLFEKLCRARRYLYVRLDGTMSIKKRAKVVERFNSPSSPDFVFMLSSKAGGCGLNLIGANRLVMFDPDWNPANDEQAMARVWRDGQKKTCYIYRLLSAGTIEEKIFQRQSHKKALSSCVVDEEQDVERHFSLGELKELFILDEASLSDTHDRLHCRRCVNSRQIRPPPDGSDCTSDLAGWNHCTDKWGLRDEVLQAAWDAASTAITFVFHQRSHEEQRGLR
ERAP1 HTS inh: inhibitors of human ERAP1 aminopeptidase | recombinant ERAP1, Leu-AMC fluorescence, 60 min | 340,000 compounds, 0.15% hits | inhibition, % at 10.7 µM;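 active = mean replicate inhibition of at least 30%, or all replicates individually reaching that 30% level; inactive = mean below 30% and not every replicate reaching it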;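 also: 0% = neutral control wells and 100% = L-leucinethiol positive control wells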
esBAF inh: blocks esBAF chromatin remodeling in mouse ES cells | Bmi1-luciferase knock-in reporter, 24 h; 100% = twice the neutral-well signal | reporter increase, % at 12.5 µM | 350,000 compounds, 2% hits | AID 602393; in the data active = activation above about 40%;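 also: 0% = median of the plate's neutral control wells and 100% = double that signal; a rise in the Bmi1 reporter signal indicates esBAF inhibition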
RAD52 inh: RAD52 (human) annealing inhibition. inhibition, % at 18.7 µM. recombinant RAD52 DNA annealing, FRET fluorescence. AID 651710. 360,000 compounds, 0.46% hits. P43351;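 active = every replicate showing at least 50% inhibition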
An asterisk follows results filed as active; · = not tested or not shown. Compounds were not picked by outcome (roughly 3.3% active in at least one column).

No. | canonical_smiles | F508del corr | GSIS activator | ARNT-TACC3 inh | Xi reactivation | RAD54 branch | ERAP1 HTS inh | esBAF inh | RAD52 inh
1 | CCC(=O)N1CC[C@H]2[C@@H]1c1cc(-c3ccccc3)ccc1N(C)[C@H]2CO | -0.5 | -11 | -1 | 0.0 | 3 | 1 | -5 | -2
2 | CCN(c1cccc(C)c1)S(=O)(=O)c1ccc(-n2cccn2)cc1 | -1.2 | -8 | -1 | 0.0 | -2 | 1 | 1 | 1
3 | COc1ccc(-c2ccc([C@@H]3[C@H]4CN(C(=O)C5CCOCC5)CC(=O)N4[C@H]3CO)cc2)cc1 | 3.1 | 7 | · | 0.0 | · | 2 | · | 9
4 | COc1ccc(-c2cn(CC[C@H]3CC[C@@H](NC(=O)c4cnccn4)[C@@H](CO)O3)nn2)cc1 | 2.0 | -1 | 5 | 0.3 | 8 | 2 | 1 | 1
5 | COc1ccc(C)cc1NC(=O)n1ncc2cc(Cl)ccc21 | 0.5 | -7 | -4 | 0.0 | 3 | 3 | 7 | 0
6 | C[C@H](CO)N1C[C@H](C)[C@@H](CN(C)C(=O)c2ccncc2)Oc2cc(C3=CCCC3)ccc2S1(=O)=O | 1.8 | 0 | 0 | -0.9 | 2 | 1 | 1 | 5
7 | O=C(O)CCc1ccc(-c2ccc(Cl)cc2)n1CC(=O)O | -2.2 | -5 | 35 | · | -3 | 6 | -9 | -44
8 | COc1cccc(-c2ccc3c(c2)O[C@@H](CN(C)C(=O)C2CC2)[C@@H](C)CN([C@H](C)CO)S3(=O)=O)c1 | -4.3 | -7 | -5 | -0.8 | -5 | -2 | · | -5
9 | C[C@H]1CN([C@@H](C)CO)C(=O)c2cc(NS(=O)(=O)c3cccs3)ccc2O[C@@H]1CN(C)C(=O)Nc1ccc(C(F)(F)F)cc1 | -0.3 | -29 | -4 | -1.2 | 18 | 1 | -2 | -12
10 | C[C@H](CO)N1C[C@H](C)[C@H](CN(C)Cc2ccc3c(c2)OCO3)Oc2c(NC(=O)Nc3ccc(F)cc3)cccc2C1=O | 0.6 | 2 | 0 | -0.7 | 14 | 1 | 9 | 0
11 | CSc1nc2ccsc2c(=O)n1-c1ccccn1 | 0.7 | 6 | -2 | 0.3 | · | 10 | · | -4
12 | COc1cc(C(=O)Nc2ccc3c(c2)OCCO3)ccc1OC(F)F | · | 20 | 21 | · | 0 | · | 70* | ·
13 | CCOc1ccc(NC(=S)NCCCc2ccccc2)cc1 | -5.7 | -28 | 4 | 0.2 | -7 | -2 | 1 | -10
14 | O=CNC1c2ccccc2CCc2ccccc21 | 0.9 | -4 | -8 | 0.0 | 0 | 1 | 3 | -13
15 | C[C@@H](O)C#Cc1ccc2c(c1)O[C@H](CN(C)C(=O)C1CCCCC1)[C@@H](C)CN([C@@H](C)CO)S2(=O)=O | 1.2 | 7 | 12 | 0.0 | -1 | -1 | 5 | 4
16 | COc1ccc(/C=C/C(=O)N2CCCc3ccccc32)c(OC)c1 | -2.6 | -7 | 11 | · | 0 | 0 | 18 | -3

14 compounds out of the list, ordered by SMILES length, largest number first.
No. | canonical_smiles | F508del corr | GSIS activator | ARNT-TACC3 inh | Xi reactivation | RAD54 branch | ERAP1 HTS inh | esBAF inh | RAD52 inh
9 | C[C@H]1CN([C@@H](C)CO)C(=O)c2cc(NS(=O)(=O)c3cccs3)ccc2O[C@@H]1CN(C)C(=O)Nc1ccc(C(F)(F)F)cc1 | -0.3 | -29 | -4 | -1.2 | 18 | 1 | -2 | -12
10 | C[C@H](CO)N1C[C@H](C)[C@H](CN(C)Cc2ccc3c(c2)OCO3)Oc2c(NC(=O)Nc3ccc(F)cc3)cccc2C1=O | 0.6 | 2 | 0 | -0.7 | 14 | 1 | 9 | 0
8 | COc1cccc(-c2ccc3c(c2)O[C@@H](CN(C)C(=O)C2CC2)[C@@H](C)CN([C@H](C)CO)S3(=O)=O)c1 | -4.3 | -7 | -5 | -0.8 | -5 | -2 | · | -5
6 | C[C@H](CO)N1C[C@H](C)[C@@H](CN(C)C(=O)c2ccncc2)Oc2cc(C3=CCCC3)ccc2S1(=O)=O | 1.8 | 0 | 0 | -0.9 | 2 | 1 | 1 | 5
3 | COc1ccc(-c2ccc([C@@H]3[C@H]4CN(C(=O)C5CCOCC5)CC(=O)N4[C@H]3CO)cc2)cc1 | 3.1 | 7 | · | 0.0 | · | 2 | · | 9
4 | COc1ccc(-c2cn(CC[C@H]3CC[C@@H](NC(=O)c4cnccn4)[C@@H](CO)O3)nn2)cc1 | 2.0 | -1 | 5 | 0.3 | 8 | 2 | 1 | 1
1 | CCC(=O)N1CC[C@H]2[C@@H]1c1cc(-c3ccccc3)ccc1N(C)[C@H]2CO | -0.5 | -11 | -1 | 0.0 | 3 | 1 | -5 | -2
2 | CCN(c1cccc(C)c1)S(=O)(=O)c1ccc(-n2cccn2)cc1 | -1.2 | -8 | -1 | 0.0 | -2 | 1 | 1 | 1
16 | COc1ccc(/C=C/C(=O)N2CCCc3ccccc32)c(OC)c1 | -2.6 | -7 | 11 | · | 0 | 0 | 18 | -3
7 | O=C(O)CCc1ccc(-c2ccc(Cl)cc2)n1CC(=O)O | -2.2 | -5 | 35 | · | -3 | 6 | -9 | -44
5 | COc1ccc(C)cc1NC(=O)n1ncc2cc(Cl)ccc21 | 0.5 | -7 | -4 | 0.0 | 3 | 3 | 7 | 0
13 | CCOc1ccc(NC(=S)NCCCc2ccccc2)cc1 | -5.7 | -28 | 4 | 0.2 | -7 | -2 | 1 | -10
11 | CSc1nc2ccsc2c(=O)n1-c1ccccn1 | 0.7 | 6 | -2 | 0.3 | · | 10 | · | -4
14 | O=CNC1c2ccccc2CCc2ccccc21 | 0.9 | -4 | -8 | 0.0 | 0 | 1 | 3 | -13

(continued)
No. | canonical_smiles | F508del corr | GSIS activator | ARNT-TACC3 inh | Xi reactivation | RAD54 branch | ERAP1 HTS inh | esBAF inh | RAD52 inh
17 | Cc1cc(C)cc(Cn2c3ccc(NC(=O)NCc4ccc(F)cc4)cc3c(=O)n2C)c1 | 1.1 | 4 | · | 0.0 | -4 | -2 | -7 | 0
18 | O=C(CC1CC1)N1CC(=O)N2[C@H](CO)[C@@H](c3ccc(/C=C/c4ccccc4)cc3)[C@@H]2C1 | 6.2 | 2 | · | 0.0 | · | 2 | · | -5
19 | Cc1ccc(N2C(=O)N(CC(=O)Nc3cccc(Cl)c3)C(=O)C2C)cc1 (stereo not given) | -1.9 | -41 | -4 | 0.0 | · | -8 | · | -7
20 | C[C@@H]1CN([C@@H](C)CO)C(=O)c2cc(NC(=O)C3CC3)ccc2O[C@H]1CN(C)C(=O)Nc1ccc2c(c1)OCO2 | -2.1 | -3 | -6 | 0.1 | 3 | -2 | 20 | 9
21 | COc1ccc(S(=O)(=O)Nc2ccc3c(c2)CC(=O)N([C@H](C)CO)C[C@H](C)[C@H](CN(C)C(=O)Nc2c(C)noc2C)O3)cc1 | 5.4 | 7 | · | 0.2 | 3 | 2 | -8 | -1
22 | COc1ccc(NS(=O)(=O)c2ccc(C(=O)N(C)Cc3ccc(C)o3)cc2)cc1 | -1.3 | -18 | · | 0.0 | 0 | 2 | 1 | -13
23 | CC1CCN(C(=S)NC(=O)c2cccs2)CC1 | -0.3 | -2 | 0 | 0.0 | · | 3 | · | 3
24 | O=C(COc1ccc(Br)cc1)Nc1nnc(C2CC2)s1 | -0.9 | 6 | -6 | 0.0 | -8 | -2 | 5 | -12
25 | CN(C)CCN(C(=O)c1ccc(N2C(=O)CCC2=O)cc1)c1nc2cc3c(cc2s1)OCO3 | 0.2 | 5 | 4 | · | 36 | · | · | 25
26 | Cc1ccc(N2CN(Cc3cccnc3)CNC2=S)cc1 | · | -6 | 0 | 0.3 | -2 | · | · | ·
27 | Cc1ccc(OCC(=O)Nc2ccc(C(=O)O)cc2NC(=O)COc2ccc(C)c(C)c2)cc1C | -2.8 | 10 | -4 | 0.3 | 10 | -6 | -8 | -3
28 | CC(=O)N1c2ccc(S(=O)(=O)N3CCCC(C(=O)N4CCCCC4)C3)cc2CC1C (stereo not given) | 0.7 | -12 | 4 | -0.1 | -9 | -5 | -1 | 2
29 | O=C(NCCCN1CCN(c2ccc(F)cc2)CC1)C1CCCN(c2ncnc3c2nc2n3CCCCC2)C1 (stereo not given) | 0.9 | -27 | 6 | 0.0 | 6 | -1 | 7 | 3
30 | Cc1ccc(C(=O)N/C(=C/c2cccs2)C(=O)NCCc2c[nH]c3ccccc23)cc1 | · | 2 | -8 | 0.0 | -11 | -1 | 2 | -11
31 | Cc1nnc(NC(=O)CSc2nnc(CNC(=O)c3ccc(F)cc3)o2)s1 | -1.2 | · | 46* | 0.0 | 2 | -8 | 3 | 6
32 | Cc1ccc(C(=O)NCN2CCN(c3ccccc3)CC2)cc1 | 0.7 | -6 | -5 | 0.7 | 9 | 0 | · | 3
33 | COCCCNC(=O)c1cc2cc(Br)ccc2oc1=O | 0.1 | 0 | 1 | 0.0 | · | 0 | · | -14
34 | O=C(NC1CCCCC1)C(c1ccco1)N(C(=O)c1csnn1)c1ccccc1 (stereo not given) | -0.5 | -4 | -2 | 0.2 | 2 | 0 | -1 | -1
35 | O=C(Nc1nnc(COc2ccc(F)cc2)s1)Nc1ccccc1F | -1.3 | 11 | · | -0.1 | -17 | 3 | · | -11
36 | O=S1(=O)c2cccc3cccc(c23)N1CCBr | -0.3 | 9 | 2 | 0.0 | 5 | -5 | -6 | -6
37 | C=CCn1c(N)c(C(=O)NCCC2=CCCCC2)sc1=S | -4.8 | -9 | 13 | · | 4 | 0 | 47* | -22
38 | CC(C)CN1C(=O)c2ccc(NC(=O)c3cccs3)cc2C1=O | · | -30 | 5 | · | -7 | · | 63* | ·
39 | COc1ccc(S(=O)(=O)Nc2ccc3c(c2)CC(=O)N([C@@H](C)CO)C[C@@H](C)[C@H](CN(C)Cc2ccc(C(F)(F)F)cc2)O3)cc1 | 7.3 | -26 | -3 | 0.6 | -1 | -1 | 4 | 44
40 | N#C[C@@H]1[C@H](c2ccc(C3=CCCCC3)cc2)[C@H](CO)N1C(=O)c1cccc(F)c1 | -2.8 | -8 | -11 | 0.2 | 3 | -4 | 7 | -10
41 | N#CCCN(NC(=O)OCc1ccccc1)C(=O)OCc1ccccc1 | -3.2 | 11 | -18 | 0.1 | · | 1 | · | 1
42 | Cc1cc(C(F)(F)F)nn1CC(=O)NCc1cccs1 | · | 11 | · | 0.0 | · | -1 | · | -7
43 | COc1ccccc1-n1c(SCC(N)=O)nc2c(c1=O)SCC2 | 3.8 | 6 | 0 | 0.2 | 7 | 5 | -2 | -9
44 | Cn1c(CCN2CCN(c3ccccn3)CC2)nc2cc(NC(=O)COc3ccccc3)ccc21 | -1.1 | -4 | -32 | 0.1 | -8 | 1 | 2 | -18
45 | CCCCCCCC1c2c(c(C)c(C)oc2=O)Oc2c(C)c(C)oc(=O)c21 | -3.9 | -5 | -2 | 0.0 | -4 | 0 | 3 | -7
46 | CC(=O)Nc1ccc(S(=O)(=O)NC2(C(F)(F)F)NC(=O)N(c3ccc(C)cc3)C2=O)cc1 (stereo not given) | -1.4 | 4 | 0 | 0.6 | -2 | -2 | -6 | -17
47 | Nc1nc2c(Cl)ccc(Cl)c2s1 | 0.1 | -17 | -11 | -0.1 | · | 0 | · | -17

Screens (PubChem BioAssay)
